Jurkat tox 60K: cytotoxic compounds reducing Jurkat cell viability. Jurkat E6.1 viability, ATP luminescence, 48 h. 56,000 compounds, 1.2% hits. inhibition, % at 4 µM. AID 463;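 active = inhibition above the mean inhibition of all tested compounds plus 3 SD, cut at about 28% in these data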
SF1 activator: SF-1 (human) activation; 65,000 compounds, 1.9% hits; CHO-K1 Gal4-SF-1 LBD luciferase reporter; % increase over DMSO SF-1-specific signal; activation, % at 10 µM;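 active = activation above the mean activation of all tested compounds plus 3 SD, cut at about 50% in these data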
Target sequence (Q13285 whole entry, looked up, the tested form may be a part): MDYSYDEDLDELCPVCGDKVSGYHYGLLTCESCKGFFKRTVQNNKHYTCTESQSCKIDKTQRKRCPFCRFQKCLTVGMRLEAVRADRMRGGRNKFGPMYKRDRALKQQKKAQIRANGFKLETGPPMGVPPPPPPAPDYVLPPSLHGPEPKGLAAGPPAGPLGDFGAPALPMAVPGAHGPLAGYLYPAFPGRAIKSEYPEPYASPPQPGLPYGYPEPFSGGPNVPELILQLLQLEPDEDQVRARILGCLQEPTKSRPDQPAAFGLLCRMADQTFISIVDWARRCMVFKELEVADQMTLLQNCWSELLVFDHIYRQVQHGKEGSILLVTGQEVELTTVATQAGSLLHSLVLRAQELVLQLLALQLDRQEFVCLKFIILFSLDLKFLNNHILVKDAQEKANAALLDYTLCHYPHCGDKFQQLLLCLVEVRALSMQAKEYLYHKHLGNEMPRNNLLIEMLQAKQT
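Test system: CHO-K1 cells co-transfected with Gal4 DBD–human SF-1 LBD, 5xGal4 luciferase reporter. Quantity: 4,000 cells per well. Compound: 10 µM only. Incubation: compound added 1 h post-seeding, 20 h exposure at 37 °C, 5% CO2. Detection: SteadyLite luciferase luminescence. Replication: one test per compound.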
M1 antagonist: antagonists of rat M1 muscarinic receptor | CHO-M1 cells, Fluo-4 calcium, ACh EC80 antagonist mode; hits give low values | B-score at 10 µM | 64,000 compounds, 3.4% hits;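 active = calcium fluorescence response, raw or row-and-column corrected B-score, differing from the plate sample mean either way at a set confidence level, mostly lower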
Target sequence (P08482 whole entry, looked up): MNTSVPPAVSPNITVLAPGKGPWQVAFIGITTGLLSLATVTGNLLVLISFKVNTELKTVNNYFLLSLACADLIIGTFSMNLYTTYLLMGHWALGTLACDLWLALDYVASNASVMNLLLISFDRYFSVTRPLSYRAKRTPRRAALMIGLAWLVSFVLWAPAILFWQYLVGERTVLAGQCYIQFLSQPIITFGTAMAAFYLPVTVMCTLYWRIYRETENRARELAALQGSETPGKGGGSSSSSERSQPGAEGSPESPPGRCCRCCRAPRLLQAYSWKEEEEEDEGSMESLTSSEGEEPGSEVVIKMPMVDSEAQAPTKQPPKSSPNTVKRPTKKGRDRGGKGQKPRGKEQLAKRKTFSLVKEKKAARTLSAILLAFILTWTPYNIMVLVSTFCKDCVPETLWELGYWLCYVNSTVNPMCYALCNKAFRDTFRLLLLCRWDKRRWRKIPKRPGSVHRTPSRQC
M1 agonist: agonists of M1 muscarinic receptor. 64,000 compounds, 3% hits. CHO-M1 cells, Fluo-4 calcium fluorescence, agonist mode; hits give high values. B-score at 10 µM;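 active = fluorescence rise, raw or as B-score row- and column-corrected plate score, outside the 99.7% band of its plate's samples, either direction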
TNAP act mid DEA: human TNAP activation, intermediate phosphate acceptor | P05186 | purified TNAP, CDP-star luminescence, 100 mM DEA, 30 min; hits give high values; scale: 0 levamisole-inhibited, 1 vehicle-only enzyme | activation factor at 20 µM | 64,000 tested, under 10 active;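 active = activation factor of at least 2 at 20 µM, relative to controls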
tolC growth inh: blocks growth of E. coli BW25113 tolC mutant | growth inhibition, % at 10 µM (by protocol) | AID 573 | OD615 | 65,000 compounds, 2.2% hits;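 active = growth inhibition at or above a cutoff equal to the mean over every tested compound plus 3 SD, cut at about 60% in these data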;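 note: growth measured after 20 h incubation at 37 °C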
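Test system: E. coli BW25113 ΔtolC::kan bacteria | Medium: Kanamycin-containing LB broth (50 µg/mL) | Dosing: One dose of 10 µM final | Times: 20 h incubation with compound, 37 °C | Detection: Optical density read at 615 nm | Read-out basis: Percent growth inhibition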
NADH enzymes: inhibition of NAD/NADH coupling enzymes, library profiling; coupled PK/LDH NADH assays, four targets; AID 774; IC50, µM (highest dose often 10 µM), without a hit: at the top dose inhibition; 65,000 compounds, 0.02% hits;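 active = single-dose screening hits from any of four coupled enzyme assays that gave an IC50 when retested across doses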;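 note: the DPM-DC format reads NADH fluorescence rather than 340 nm absorbance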
HEK293 NFkB inh: lowers PMA/ionomycin-induced NF-kB signal in HEK293 cells. inhibition, % at 3 µM. HEK-293 NF-kB luciferase reporter, luminescence. AID 465. 62,000 compounds, 0.21% hits;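 active = inhibition above the mean of all tested compounds plus 3 SD, cut at about 40% in these data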;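 note: 0% = stimulated DMSO wells and 100% = 10 µM reference inhibitor 5653914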
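Timing: 1 h pretreatment, 16 h stimulation, 37 °C; system: HEK-293 cells with stable firefly luciferase reporter driven by four HIV NF-kB elements; doses: 3 µM once, 0.30% DMSO; measured by: luciferase luminescence; control set: DMSO and 10 µM reference inhibitor; repeats: single test; reagent: PMA plus ionomycin mix as NF-kB-activating stimulus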
D1 allo mod: allosteric modulators of human D1 dopamine receptor; HEK293 D1, CRE-luciferase, dopamine EC30 potentiation; actives deviate in either direction; P21728; B-score at 10 µM; 58,000 compounds, 5.9% hits;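 active = luminescence count or its row- and column-corrected plate score outside the 99.7% band of the plate's sample wells, on either side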
Starred values were filed as active, the others as inactive; nt = not tested or not shown; [ ] = remark or other dose. This is a random part of the collection (roughly 15% active in at least one column).

SMILES	Jurkat tox 60K	SF1 activator	M1 antagonist	M1 agonist	TNAP act mid DEA	tolC growth inh	NADH enzymes	HEK293 NFkB inh	D1 allo mod
CN(C)c1ccc(CN(C(=O)C2COc3ccccc3O2)C2CCS(=O)(=O)C2)cc1 (configuration not stated)	4	14	0.31	1.2	0.9	16	6%	21	-0.085
CNc1nnc(-c2cc3ccccc3oc2=O)s1	-6	32	-0.12	-0.19	1	-3	4%	-36	-0.73
Cn1c(=O)n(C)c2cc(S(=O)(=O)N3CCCc4ccccc43)ccc21	22	3	0.022	-0.25	0.9	12	7%	18	-1
CCN(CC)CCCN1C(=O)C(O)=C(C(C)=O)C1c1cccc(OC)c1 (configuration not stated)	-10	-1	0.2	-0.94	0.9	-17	3%	21	0.52
Cc1noc(C)c1S(=O)(=O)NC1CCN(Cc2ccccc2)CC1	-2	2	0.44	0.8	1	-15	5%	13	-0.85
O=C(Nc1ccccc1C(=O)NCc1ccccc1)c1ccco1	2	8	-0.29	1.3	0.8	7	1%	4	1.6
O=C(c1cccc2cccc(O)c12)N1CCCCC1	-1	13	0.51	0.75	1	-9	4%	10	0.39
CC1CCCN(C(=O)Cc2ccc(F)cc2)C1 (configuration not stated)	nt	-3	-0.21	0.27	0.9	12	3%	5	0.49
CCOc1ccccc1C1C(C(N)=O)=C(C)Nc2nc(-c3cccc(C)c3)nn21 (configuration not stated)	-7	10	0.27	-2.3	1	-2	6%	10	0.81
CCSc1nc(N)c2c3c(sc2n1)CCC3	nt	39	-0.0035	0.28	0.9	2	1%	nt	3.9
CCOC(=O)C1=C(C)NC2(O)c3ccccc3C(=O)C12O (configuration not stated)	nt	nt	0.56	0.31	0.9	-3	2%	nt	nt
CN(C)S(=O)(=O)N1CCN(S(=O)(=O)c2ccc(F)cc2)CC1	-6	-3	0.21	-0.47	0.9	-17	2%	17	0.058
CCOC(=O)C1CCCN(c2ncnc3c2cnn3-c2ccc(Cl)cc2)C1 (configuration not stated)	nt	16	0.97	0.44	0.9	73*	2%	-11	nt
Cc1cc2cc(CNS(=O)(=O)N(C)C)ccc2[nH]1	0	-18	-0.67	0.27	0.9	-6	11%	15	-0.63
O=C1OC(NC(=O)c2ccccc2)C(n2cc(CO)nn2)=C1Cl (configuration not stated)	-8	-19	-0.32	-0.91	0.9	-12	6%	10	0.0089
O=C(CSc1nnnn1-c1ccccc1)N1CCc2ccccc2C1	2	2	-0.84	0.22	0.9	20	7%	8	5.4*
COc1ccc(N2CCN(CCCNC(=O)C3(S(=O)(=O)c4ccc(Cl)cc4)CC3)CC2)cc1	-3	-2	-0.12	1.1	0.9	-5	4%	18	0.33
COc1cc(Nc2cc(C)nc3ncnn23)cc(OC)c1	-13	8	-0.8	1.4	1	-7	1%	14	0.018
CSC1=NCCN1C(=O)c1ccco1	-1	9	0.14	0.48	0.9	-19	5%	21	2.9
CCc1cc2c(NCCC(=O)O)ncnc2s1	nt	4	-0.16	11*	0.9	8	4%	14	-0.18
Cc1nn2c3cc(N4CCOCC4)ccc3nc2c2ccccc12	6	28	-0.17	0.11	nt	-1	7%	-42	-0.71
Cc1cc(C)n(-c2nc3sc4c(c3c3nnc(SCC(N)=O)n23)CC(C)(C)OC4)n1	9	-19	0.13	0.88	0.9	-20	0%[fluoresces]	14	-0.48
CCc1nc(-c2cc3ccc(C)cc3[nH]c2=O)no1	-6	41	1	-0.45	1	-12	10%[fluoresces]	2	0.2
Cc1cc(N2CCC(C)CC2)nc2ccc(N3C(=O)CCC3=O)cc12	-2	-4	-0.89	0.38	1	-7	6%[fluoresces]	-7	nt
Cc1ccccc1NC(=O)CCC(=O)OCCCC(F)(F)C(F)(F)F	-8	4	0.52	0.22	0.9	-4	5%	12	0.067

(cont.)
SMILES	Jurkat tox 60K	SF1 activator	M1 antagonist	M1 agonist	TNAP act mid DEA	tolC growth inh	NADH enzymes	HEK293 NFkB inh	D1 allo mod
CC1(C)CC(CCC(=O)Nc2ccccc2Cl)C(=O)O1 (configuration not stated)	-6	-4	-0.33	0.28	1	-13	3%	7	0.035
O=C(Nc1ccccc1Cl)N1CCN(c2ccc3nnc(-c4ccccc4)n3n2)CC1	8	-6	-1	1.5	0.9	17	6%	24	5.4*
O=C(Nc1ccc(Cl)cn1)c1cc2ccccc2o1	9	34	0.81	0.58	0.9	3	0%	-27	-1.3
CCOC(=O)N1CCN(C(=O)c2cnn3c(C(F)F)cc(-c4ccc(C)cc4)nc23)CC1	-6	14	1.5	0.36	1	11	11%	6	0.5
Cc1cc(C)c2c(N)c(S(=O)(=O)c3ccccc3)sc2n1	10	-12	0.0042	0.83	0.9	-3	3%	22	0.27
O=C(COC(=O)COc1ccc(Nc2ccccc2)cc1)NCc1ccco1	-5	-4	-0.79	-1.3	0.9	-1	6%	0	-1.7
CCCCn1c(=O)[nH]c(=O)c2c1nc(CN1C(=O)c3ccccc3S1(=O)=O)n2CCC	-7	-14	0.47	-0.41	1	17	6%	2	9.8*
O=C(O)CSc1nnc(-c2ccccc2)o1	-7	-6	-0.014	0.047	0.9	-20	12%	8	-0.057
COc1ccc(N/C(C)=C2/C(=O)C(=O)N(CCO)C2c2ccc(Br)cc2)cc1 (configuration not stated)	-3	4	-0.79	-0.91	0.9	22	1%	3	nt
CCOc1ccccc1C(=O)Nc1nncs1	1	-23	-0.13	-0.3	1	-6	5%	10	1.7
O=C(C(Cc1ccccc1)n1cccc1)N1CCCCC1 (configuration not stated)	-2	-8	-0.048	0.69	1	6	3%	4	-0.42
Cc1cccc(-c2noc(CN(C(=O)c3ccc(Br)o3)C(C)C)n2)c1	0	-14	0.44	2.6	1	63*	3%	10	-0.98
O=C(CN(CCc1ccccc1)C(=O)CNS(=O)(=O)c1ccc(F)cc1)NCc1ccco1	5	10	0.25	0.21	1	11	1%	10	-1.1
CC1(C)Cc2c(C#N)c(OCC(=O)c3ccc(Cl)cc3)nc(-c3ccoc3)c2CO1	nt	-16	0.26	0.57	1	9	7%	nt	nt
CC1CCCC(C)N1c1nnc(NC(=O)Cn2c(=O)oc3ccccc32)s1 (configuration not stated)	0	0	1.2	-0.75	1	11	3%	1	-0.39
O=C(CSc1nnc(-c2ccco2)o1)NCC(=O)c1ccccc1	0	-3	0.18	-0.11	0.9	-5	0%	10	0.15
COc1ccc(Cc2nn3c(Cn4nnc5ccccc54)nnc3s2)cc1	8	6	0.034	-2.1	0.9	31	6%	-5	0.66
Cc1cc(C)cc(-n2ccnc2SCC(=O)Nc2ccc3c(c2)OCCO3)c1	9	9	-0.46	-1.1	0.9	77*	3%	-7	1.1
Nn1c(SCC(=O)Nc2ccccc2F)nnc1-c1cccnc1	-1	6	-0.53	-0.3	1	-9	11%	0	nt
CCC(C)(c1ccc(C(=O)OC)s1)c1ccc(C(=O)OC)s1	9	-18	-0.55	-0.14	0.9	47	8%	20	0.57
Cc1cc2c(c(=O)n1Cc1ccccn1)C(C(C)C)C(C#N)=C(N)O2 (configuration not stated)	4	-9	-0.46	-0.11	0.8	-4	9%	16	0.78
O=C(CC1C(=O)NCCN1C(=O)Nc1ccccc1)Nc1cccc(C(F)(F)F)c1 (configuration not stated)	4	3	0.61	-0.0093	1	15	1%	10	-0.17
CC(C)CCNC(=O)C1CCN(S(=O)(=O)c2ccc3c(c2)CCC(=O)N3)CC1	5	10	-0.19	0.43	0.9	-5	2%	7	0.53
O=C(O)C1C2C=CC(C2)C1C(=O)N1CCN(CCO)CC1 (configuration not stated)	-3	16	0.96	0.35	0.9	-7	1%	3	0.32
Cc1nnc(NC(=O)C2C3C=CC(O3)C2C(=O)O)s1 (configuration not stated)	nt	-2	0.59	3.4*	0.9	-23	7%	16	0.23

Printed as active in D1 allo mod, among the entries above:
Structure,M1 antagonist,M1 agonist,TNAP act mid DEA,NADH enzymes,HEK293 NFkB inh,D1 allo mod
O=C(CSc1nnnn1-c1ccccc1)N1CCc2ccccc2C1,-0.84,0.22,0.9,7%,8,5.4*
O=C(Nc1ccccc1Cl)N1CCN(c2ccc3nnc(-c4ccccc4)n3n2)CC1,-1,1.5,0.9,6%,24,5.4*
CCCCn1c(=O)[nH]c(=O)c2c1nc(CN1C(=O)c3ccccc3S1(=O)=O)n2CCC,0.47,-0.41,1,6%,2,9.8*

Continued:
SMILES	Jurkat tox 60K	SF1 activator	M1 antagonist	M1 agonist	TNAP act mid DEA	tolC growth inh	NADH enzymes	HEK293 NFkB inh	D1 allo mod
COc1cc(OC)cc(-c2cc(NC(C)=O)n[nH]2)c1	-2	10	0.081	0.76	0.9	0	2%	0	-0.016
Cc1cccc(NC(=O)c2ccccc2O)c1C	nt	nt	-0.81	-1.7	0.8	53	4%	nt	-0.28
CCCCCCN1Cc2ccccc2C1	3	-2	-0.51	-1.9	0.9	-19	7%	19	-0.96
O=C(Cn1ncc2c(=O)oc3ccccc3c21)N1CCc2ccccc2C1	0	6	0.028	-0.69	1	1	3%	17	nt
CC(=O)NC1Sc2ccccc2N=C1c1ccccc1 (configuration not stated)	-8	59*	0.69	0.74	1	-1	10%	-12	6.1*
CCOc1ccccc1C1C(C(N)=O)=C(C)Nc2nc(-c3ccccc3Cl)nn21 (configuration not stated)	-1	7	-0.25	-1.2	0.7	-4	4%	3	-0.074
COCCN1Cc2cccc(C(=O)Nc3cc(OC)ccc3OC)c2C1=O	-5	0	nt	nt	1	-28	2%	20	0.79
COc1cc(OC)c(C2C3=C(CCCC3=O)Nc3nc4ccccc4n32)cc1OC (configuration not stated)	4	-7	0.39	-0.071	1	-11	7%	4	3.2
CCOC(=O)c1cc2c(=O)n3cccc(C)c3nc2n(CCc2ccccc2)c1=N	nt	1	0.54	-2	0.8	2	3%[fluoresces]	nt	-0.52
O=C(CSc1nc(-c2ccco2)cc(C(F)(F)F)n1)NCC1CCCO1 (configuration not stated)	2	-8	0.21	-0.18	nt	3	4%	1	0.77

3 entries already listed, ordered by their value in TNAP act mid DEA, smallest number first:
SMILES	TNAP act mid DEA
CCOC(=O)c1cc2c(=O)n3cccc(C)c3nc2n(CCc2ccccc2)c1=N	0.8
COc1cc(OC)cc(-c2cc(NC(C)=O)n[nH]2)c1	0.9
CC(=O)NC1Sc2ccccc2N=C1c1ccccc1 (configuration not stated)	1

From PubChem
